# Assay outcomes deposited in PubChem by National Center for Advancing Translational Sciences (NCATS).
# KB-V1 cytotox: KB-V1 MDR subline cytotoxicity; KB-V1 MDR cells viability, CellTiter-Glo, 72 h; Potency, µM (titrated, usually from 46.1 µM), without a hit: at the top dose activity change, negative = cytotoxicity, actives largely listed as cytotoxic; 400,000 compounds, 3.4% hits; also: potency is read from the fitted curve at half-maximal effect; % is scaled to controls: 0 for no effect and ±100 for the full control effect; nearly all actives have a fitted effect of over 60% in size
#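 Cytotoxicity via CellTiter-Glo luminescence after 72 h compound exposure at 37 degrees C. Cells: drug-selected KB-V1 line, DMEM phenol-red free plus 10% FBS. Compounds tested at multiple concentrations; normalized data fitted to concentration-effect curves.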
# HT1080-NT tox: kills 2HG-producing HT-1080-NT fibrosarcoma cells | HT-1080-NT fibrosarcoma viability, CellTiter-Glo ATP luminescence, 48 h | Potency, µM (titrated, usually from 46.1 µM), inactives show at the top dose activity, negative = less viability, hits mostly cytotoxic | 360,000 compounds, 1.6% hits | AID 686970;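 also: NT is the 2HG producing partner of a matched IDH1 knockdown line; potency is read from the fitted curve at half-maximal effect; 0% = DMSO-treated cells and -100% = media-only wells without cells; nearly all actives have a fitted effect of over 55% in size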
#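 Read-out is CellTiter-Glo luminescence after 10 minutes at room temperature, following 48 hours' compound treatment of HT-1080-NT cells (750 cells/well, RPMI, 5% FBS, 37 degrees C).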
# D3 antag: blocks the human D3 dopamine receptor | AID 652054 | 360,000 compounds, 2.5% hits | max response, negative = inhibition, % | P35462 | D3R cells, DiscoveRx beta-arrestin luminescence, antagonist mode; active compounds read low; in the data active = max response below about -50%; inconclusive = no clear call, values can overlap the other calls; also: % is scaled to controls: 0 for no effect and ±100 for the full control effect; mostly tested at two doses, the higher about 12 µM
# Target sequence (P35462 whole entry, looked up): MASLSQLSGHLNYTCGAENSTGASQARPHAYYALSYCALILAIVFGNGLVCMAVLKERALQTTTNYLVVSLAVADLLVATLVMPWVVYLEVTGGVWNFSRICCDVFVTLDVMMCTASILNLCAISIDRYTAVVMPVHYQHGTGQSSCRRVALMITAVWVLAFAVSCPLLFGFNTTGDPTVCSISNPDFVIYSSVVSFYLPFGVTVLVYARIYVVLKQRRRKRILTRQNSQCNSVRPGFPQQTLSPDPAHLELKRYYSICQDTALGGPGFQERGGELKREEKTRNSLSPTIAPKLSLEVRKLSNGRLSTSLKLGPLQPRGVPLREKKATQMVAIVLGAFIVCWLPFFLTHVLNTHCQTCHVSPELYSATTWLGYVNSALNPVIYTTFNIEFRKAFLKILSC
#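 Cells plated overnight at 1500 cells/well, then exposed to library compounds with dopamine controls for 90 minutes at 37 degrees C. DiscoveRx reagent added for 30–60 minutes at room temperature; luminescence read, quantitative HTS format.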
# IL1B secr inh: inflammasome signaling inhibition, IL-1 beta readout | THP-1 LPS/ATP IL-1B secretion, AlphaLISA, 16 h; active compounds read low | activity change, % at 57.5 µM | 360,000 compounds, 4.7% hits | AID 743279; in the data active = activity change below about -50%; inconclusive = mostly about -30% to -49%; also: % is scaled to controls: 0 for no effect and ±100 for the full control effect
#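 THP-1 cells pretreated 1 hr with compounds (up to 57.5 uM final), then stimulated with LPS (250 ng/mL final) plus ATP (1.25 mM final); secreted IL-1B measured by AlphaLISA after 16 hr, decreased signal indicating inhibition.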
# GLP1R ag: GLP-1 receptor (human) agonism; HEK293 GLP-1R CRE-luciferase, luminescence, 4-6 h; cells express a hypersensitive GLP-1R form; Potency, µM (titrated, usually from 45.6 µM), for the others: top-dose activation, hits mostly activators; P43220; 380,000 compounds, 0.007% hits; also: potency is read from the fitted curve at half-maximal effect; % of control where 0% means no effect
# Target sequence (P43220 whole entry, looked up): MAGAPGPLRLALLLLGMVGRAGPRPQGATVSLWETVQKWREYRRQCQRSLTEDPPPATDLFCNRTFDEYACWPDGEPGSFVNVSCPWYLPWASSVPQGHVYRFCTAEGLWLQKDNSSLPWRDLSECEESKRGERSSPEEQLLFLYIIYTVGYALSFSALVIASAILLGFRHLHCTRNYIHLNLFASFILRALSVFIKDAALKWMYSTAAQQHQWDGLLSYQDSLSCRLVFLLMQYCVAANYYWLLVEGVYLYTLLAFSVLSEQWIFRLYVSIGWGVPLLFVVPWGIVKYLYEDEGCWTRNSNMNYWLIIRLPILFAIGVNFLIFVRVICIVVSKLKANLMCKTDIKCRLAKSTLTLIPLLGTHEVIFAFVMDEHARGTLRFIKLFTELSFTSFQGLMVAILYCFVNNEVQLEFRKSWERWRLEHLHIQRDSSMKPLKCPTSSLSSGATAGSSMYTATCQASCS
# HT1080 IDH1KD tx: HT-1080 IDH1 knockdown cell toxicity (counter line) | HT-1080 IDH1 knockdown viability, ATP luminescence, 48 h | Potency, µM (top dose mostly 46.1 µM), without a hit: at the top dose activity, negative = toxicity, actives largely listed as cytotoxic | 360,000 compounds, 2% hits | AID 686971;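 also: potency is read from the fitted curve at half-maximal effect; 0% = DMSO wells and -100% = cell-free medium wells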
#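 CellTiter-Glo luminescence after 48 h compound exposure at 37 degrees C of IDH1-knockdown HT-1080 cells in 5% FBS RPMI. %Activity scaled between DMSO wells and cell-free media wells, with curves fitted and assigned curve classes.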
# DRD3 agonist: D3 dopamine receptor (human) agonism. 410,000 compounds, 0.58% hits. max activation, %. D3R DiscoveRx beta-arrestin cells, luminescence, 90 min; in the data active = max activation above about 30%; also: 0% is about no effect; mostly tested at two doses, the higher about 12 µM
#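 Cells at 1500/well, incubated overnight, then treated with pinned compounds (dopamine as control) for 90 min at 37 degrees C. DiscoveRx reagent added for 30 - 60 minutes at room temperature; luminescence read.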
# SW480 rereplic: DNA re-replication induction in SW480 cells | SW480 DNA re-replication, Hoechst DNA content imaging, 48 h | Potency, µM (highest dose often 46.1 µM), inactives show at the top dose re-replication activation, usual class: activators | 340,000 compounds, 1.8% hits; also: potency is read from the fitted curve at half-maximal effect; % of control where 0% means no effect; nearly all actives have a fitted effect of over 55% in size
#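 Per well, 250 cells were exposed to pinned compound for 48 hr. Nuclear DNA was visualised with Hoechst (40 min, 37 C) and total object intensity recorded by fluorescence scanning.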
# KB-3-1 tox: KB-3-1 parental cell cytotoxicity. KB-3-1 viability, CellTiter-Glo ATP luminescence, 72 h. 400,000 compounds, 1.4% hits. Potency, µM (titrated, usually from 46.1 µM), for the others: top-dose activity change, negative = cytotoxic, actives largely listed as cytotoxic; also: potency is read from the fitted curve at half-maximal effect; % is scaled to controls: 0 for no effect and ±100 for the full control effect; nearly all actives have a fitted effect of over 60% in size
#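 Cytotoxicity in the drug-sensitive parental line KB-3-1 was scored as loss of CellTiter-Glo luminescence following 72 h incubation with compound. Values come from curve fitting of normalized concentration-response data.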
# Starred values were filed as active, the others as inactive; i = inactive; ? = inconclusive; · = not tested or not shown; & = joins results of further samples; [ ] = remark or other dose. Unless noted, calls follow the shape of the dose curve; as a rule, active = well fitted curve in the direction sought with a large enough effect; inconclusive = small, poorly fitted or top-dose-only effect, or another doubt; inactive = no such curve, though single readings can be large; an effect the other way counts as inactive or inconclusive. Hits appear at their usual frequency; about 12% have a hit in one of these screens.
SMILES,KB-V1 cytotox,HT1080-NT tox,D3 antag,IL1B secr inh,GLP1R ag,HT1080 IDH1KD tx,DRD3 agonist,SW480 rereplic,KB-3-1 tox
CN(C)CCCN(C(=O)c1ccco1)c1nc2ccc(Br)cc2s1,-4.2%,23.1µM*,-7.2,-70.1*,8.4%,20.6µM*,1.2,?,-0.6%
Cc1ccccc1C(=O)NC[C@@H]1CCCN2CCCC[C@H]12,?,10.1%,19.6,1.8,2.1%,21.1%,-0.6,3.9%,13.9%
O=C1CN(C(=O)COC(=O)c2ccccc2NC(=O)c2ccco2)c2ccccc2N1,6.5%,0.9%,41.3,-8.7,1.8%,3.2%,2.1,-3.3%,8.8%
O=C(c1ccc(-n2cccn2)cc1)N1CCN(c2ncccc2C(F)(F)F)CC1,?,-1.2%,2.3,i,2.5%,-8.4%,2.3,-5.4%,0.9%
COC(=O)c1ccccc1N1C(=O)C2C(C1=O)[C@H]1C=C[C@@H]2C1 (stereo partly drawn),17.5%,22.4%,12.2,12.3,-6.0%,13.0%,2.0,-3.2%,7.7%
Cc1cc(=O)oc2cc(NS(=O)(=O)c3ccccc3)ccc12,-16.9%,-1.3%,11.5,·,7.9%,-2.3%,9.7,-6.5%,2.4%
Cn1c(=O)c2c(nc(NCc3ccco3)n2C/C=C/c2ccccc2)n(C)c1=O,3.26µM*,-28.9%,42.0,-62.1*,-5.9%,-25.5%,20.4,?,-3.8%
CCNC(=O)COC(=O)/C=C/c1ccccc1[N+](=O)[O-],0.3%,1.0%,-17.8,-15.2,-2.0%,-1.6%,-4.7,3.2%,-1.6%
O=C(CNS(=O)(=O)c1ccccc1)N1CCN(C(=O)c2ccco2)CC1,6.2%,-3.4%,-0.3,-8.4,1.3%,-6.9%,-15.2,-6.0%,-1.0%
Cc1ccc(S(=O)(=O)NCC(=O)N2CCN(c3ccccc3F)CC2)cc1,-8.3%,-2.7%,17.5,-12.0,4.0%,-2.5%,8.7,-2.7%,-0.3%
Cc1cccc(C(=O)OCC(=O)c2c(N)n(CC(C)C)c(=O)n(C)c2=O)c1O,-20.0%,?,44.9,-3.2,-1.8%,-27.3%,20.5,21.5%,?
O=C(Nc1ccc2c(c1)OCCO2)C1CCN(c2nnnn2-c2ccccc2)CC1,-4.5%,2.8%,17.8,1.9,1.1%,-6.0%,0.7,1.4%,?
Nc1c(C(=O)O)cnn1-c1ccccc1,11.5%,-2.6%,9.4,17.6,0.6%,-18.9%,6.7,-83.4%[inhibitor],-6.8%
Cc1ccccc1NC(=S)N1CCCN(Cc2ccc(F)cc2)C1,-13.2%,0.0%,-24.7,?,13.2%,-2.9%,-20.5,-13.7%,0.0%
Cc1ccccc1OCC(=O)N/N=C/c1ccc([N+](=O)[O-])o1,-12.1%,-26.1%,-5.8,7.6,0.7%,?,0.4,1.16µM*,0.4%
CN(C)c1ccc(NC(=O)/C=C/c2ccccc2Cl)cc1,-22.7%,-5.4%,-1.7,-13.9,11.1%,-8.5%,-10.8,7.2%,-0.3%
CCOC(=O)c1c(C)[nH]c(C(=O)N2CCCC(C(=O)c3cccc(OC)c3)C2)c1C (stereo not drawn),-3.5%,4.6%,-4.2,0.0,12.7%,-0.9%,-8.6,-17.1%,21.9%
CCSc1nnc2c(n1)OC(C)(C)Nc1ccccc1-2,-6.6%,-13.6%,15.6,19.9,1.6%,3.5%[9.24 µM],-0.1,?,-13.7%
O=C(Nc1ccc(N2CCN(C(=O)c3ccccc3)CC2)cc1)c1cc([N+](=O)[O-])ccc1N1CCOCC1,-16.8%,-8.0%,-7.5,0.0,5.7%,-16.5%,17.5,0.4%,-1.4%
COc1ccc2[nH]c(C(=O)N/N=C/c3ccccc3OC)cc2c1,-19.9%,?,16.4,0.2,1.7%,?,-5.8,?,?

# Single records (already shown). Order of values: KB-V1 cytotox, HT1080-NT tox, D3 antag, IL1B secr inh, GLP1R ag, HT1080 IDH1KD tx, DRD3 agonist, SW480 rereplic, KB-3-1 tox
# O=C(CNS(=O)(=O)c1ccccc1)N1CCN(C(=O)c2ccco2)CC1 as listed: 6.2%, -3.4%, -0.3, -8.4, 1.3%, -6.9%, -15.2, -6.0%, -1.0%
# COc1ccc2[nH]c(C(=O)N/N=C/c3ccccc3OC)cc2c1 as listed: -19.9%, ?, 16.4, 0.2, 1.7%, ?, -5.8, ?, ?
# O=C(Nc1ccc2c(c1)OCCO2)C1CCN(c2nnnn2-c2ccccc2)CC1 as listed: -4.5%, 2.8%, 17.8, 1.9, 1.1%, -6.0%, 0.7, 1.4%, ?
# O=C(Nc1ccc(N2CCN(C(=O)c3ccccc3)CC2)cc1)c1cc([N+](=O)[O-])ccc1N1CCOCC1 as listed: -16.8%, -8.0%, -7.5, 0.0, 5.7%, -16.5%, 17.5, 0.4%, -1.4%

# Other compounds follow:
SMILES,KB-V1 cytotox,HT1080-NT tox,D3 antag,IL1B secr inh,GLP1R ag,HT1080 IDH1KD tx,DRD3 agonist,SW480 rereplic,KB-3-1 tox
CCOC(=O)C(=O)Nc1ncc(Cl)s1,15.9%,-12.0%,1.4,30.2,-0.6%,-0.8%,2.5,-4.1%,0.4%
O=C(c1ccco1)N1CCCN(Cc2nc(-c3ccc4c(c3)OCO4)no2)CC1,?,-16.5%,-18.5,3.7,13.7%,-0.7%,1.3,3.5%,-20.1%
CCOC(=O)CCCNC(=O)c1cncc(Br)c1,-20.9%,-5.0%,-5.5,1.2,-13.1%,15.7%,31.2*,-0.6%,3.9%
Cc1ccc(Nc2nc(N)nc(CN3CCN(Cc4ccc5c(c4)OCO5)CC3)n2)cc1,?,-13.8%,0.0,?,7.8%,0.5%[9.24 µM],-20.8,0.8%,-16.4%
Cc1nc(NC(=O)CSc2ccc(-c3nc4ccccc4[nH]3)cn2)sc1C,-10.4%,13µM*,1.0,19.4,4.6%,?,11.9,4.7%,0.3%
CCOC(=O)Cc1csc(SCc2cc(=O)oc3cc(O)ccc23)n1,0.0%,3.4%,5.4,-13.1,-1.2%,11.1%,0.3,1.2%,-0.4%
CC(=O)N1CC(=O)N=C1SCC(=O)Nc1nc(C)c(-c2ccccc2)s1,13µM*,?,?,-76.7*,25.2%,?,-13.6,2.3%,?
C/C(=N\NC(=O)c1cccc(F)c1)c1ccc(NC(=O)Cc2ccccc2)cc1,4.2%,-15.0%,3.7,0.0,9.9%,-26.5%,1.8,6.1%,20.2%
COc1ccc(C(O)c2nc(-c3cnn(C)c3)cs2)cc1 (stereo not drawn),-2.0%,17.7%,16.6,15.6,-1.9%,0.2%,5.6,·,0.0%
O=C(CSCCc1ccccn1)Nc1cccnc1Cl,?,9.5%,1.4,0.0,-5.7%,10.1%,4.2,1.0%,1.4%
O=c1c2ccccc2nc2sc(Nc3ccc(F)cc3)nn12,-6.7%,·,·,·,1.6%,·,·,-7.4%,6.0%
CCN(CC)c1cc2c(c3c1ccn3C)C1CCC2O1 (stereo not drawn),?,20.8%,1.6,1.8,-2.6%,6.5%,-8.6,·,-2.2%
N#CCc1cnc2ccccc2n1,16.6%,-1.6%,-24.0,11.2,13.5%,-1.3%,-0.3,7.1%,-3.1%
Cc1nnc(NC(=O)c2ccc(C)c(S(=O)(=O)N3CCOCC3)c2)s1,9.0%,6.3%,14.4,24.1,-1.9%,-1.0%[9.24 µM],3.8,0.8%,2.3%
O=C1CCc2cc(S(=O)(=O)N3CCC(C(=O)NC4CCCC4)CC3)ccc2N1,28.5%,0.7%,0.0,14.5,-6.5%,6.5%,1.2,-16.4%,-0.1%
Cc1ccc(C)c(OCCCCn2ccnc2)c1,?,?,3.2,-13.2,9.1%,-23.1%,14.4,?,-12.4%
CCCCC(=O)N/N=C(\C)c1cccc(NC(=O)C2CC2)c1,-4.4%,2.9%,-10.6,2.0,-2.5%,19.3%,-11.1,-2.7%,15.8%
CCOC(=O)c1c(-c2ccccc2)csc1NC(=O)CSc1nncs1,?,-20.5%,25.3,0.2,0.2%,-17.6%,1.0,-15.0%,0.0%
O=C(NN1C(=O)C2C3C=CC(C3)[C@H]2C1=O)c1cccnc1 (stereo partly drawn),-1.3%,21.4%,16.6,6.4,0.2%,11.5%,3.0,0.3%,-2.1%
NC(CC(=O)O)c1ccc(Br)cc1 (stereo not drawn),19.3%,-1.2%,-4.3,13.2,0.1%,-7.3%,-3.5,-5.0%,-2.2%
O=C(N/N=C/c1c[nH]c2ccccc12)c1cc2ccccc2o1,?,-27.5%,1.2,0.3,-0.1%,-10.6%,-17.6,?,?
CCc1ccc(Oc2c(C(F)(F)F)oc3c(CN4CCC(C)CC4)c(O)ccc3c2=O)cc1,2.3%,·,·,·,-0.3%,·,2.9,·,28.7%
COc1ccc(-c2ccc3[nH]c4c(c3c2)CCN2C[C@H]3[C@H](C)ON(C)[C@H]3C[C@@H]42)cc1,?,-28.4%,-2.1,-18.3,-5.3%,-27.7%,-0.9,·,8.7%
N#CCCn1nc2c(c1N)CCC2,6.5%,11.6%,0.6,28.5,-7.2%,?,4.3,-1.4%,7.1%
CCc1cccc(N(C)C(N)=Nc2cccc3ccccc23)c1,1.9%,?,-14.2,14.7,15.0%&2.7%,17.2%,19.5&-2.2,?,0.0%
CCCC(=O)N1c2ccccc2NC2=C(C(=O)CCC2)C1c1ccc(F)cc1 (stereo not drawn),5.7%,-2.9%,7.7,9.1,-1.5%,-15.1%[9.24 µM],4.7,2.3%,2.3%
CCS(=O)(=O)N1Cc2ccccc2CC1C(=O)Nc1cccc(C)c1 (stereo not drawn),-5.8%,2.2%,3.3,-15.9,-12.8%,0.9%,2.1,-9.3%,0.1%
CC(C)Nc1ncnc2c1ncn2[C@H]1CN(Cc2ccco2)C[C@@H](CO)O1,4.1%,14.0%,16.8,21.3,13.6%,22.8%,-1.1,·,0.0%
